DAX1 inh-1: NR0B1 (DAX1) inhibition. AID 504766. HEK293 Gal4-DAX1 luciferase reporter, luminescence. actives 0.99% (n = 340,000). P51843. inhibition, % at 6.75 µM;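 active = inhibition above the mean over all tested compounds plus 3 SD, cut at about 4.2% in these data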;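 note: 0% = DAX1-transfected cells with DMSO and 100% = empty-vector control cells with DMSO; inhibition shows as a rise in luminescence from relieved DAX1 repression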
Target sequence (P51843 207-470 limits assumed): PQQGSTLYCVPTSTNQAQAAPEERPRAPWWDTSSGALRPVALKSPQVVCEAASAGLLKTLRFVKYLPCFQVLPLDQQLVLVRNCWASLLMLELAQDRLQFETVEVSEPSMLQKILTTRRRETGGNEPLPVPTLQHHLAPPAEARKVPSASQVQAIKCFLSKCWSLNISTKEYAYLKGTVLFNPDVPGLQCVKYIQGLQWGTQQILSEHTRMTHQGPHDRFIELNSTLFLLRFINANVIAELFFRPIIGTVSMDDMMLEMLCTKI
Rev-erbA mod: Rev-erb alpha (human) modulation; P20393; Rev-erbα–FITC-DNA binding, fluorescence polarization, 90 min; activity, % at 10 µM; actives 0.79% (n = 370,000); AID 1259318;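 active = activity above about 14%, limit read from the data; passing the limit was not always enough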;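 note: 0% = DMSO wells with 35 nM protein and 100% = DMSO wells with 750 nM protein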
PLCb3 inh: PLC-beta3 (human) inhibition, primary screen. Purified PLC-beta3, fluorogenic substrate, fluorescence. Q01970. AID 720704. inhibition, % at 12.2 µM. actives 0.18% (n = 370,000); in the data active = inhibition above about 11%;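 note: 0% = median of compound wells on plate and 100% = full blocker control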
hcDAF-12 act: activates DAF-12 receptor from parasite H. contortus | activation, % at 6.8 µM | AID 652067 | actives 1.4% (n = 370,000) | HEK293 hcDAF-12 lit1-tk-luc reporter, luminescence; 0% DMSO, 100% Δ7-dafachronic acid;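 active = activation above the mean of all tested compounds plus 3 SD, cut at about 5.5% in these data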;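 note: 100% = response to 3 µM Δ7-dafachronic acid high control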
SMARCA2 activ: SMARCA2 function activation, primary screen | MG213 cells, MMTV-luciferase reporter, dexamethasone, overnight | activation, % at 9.1 µM | actives 1% (n = 370,000) | AID 652017; in the data active = activation above about 7.8%;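 note: 0% = vehicle wells and 100% = reference activator wells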
hgDAF12 agonist: activates the H. glycines DAF-12 receptor ligand-binding domain | actives 1.8% (n = 370,000) | AID 687014 | HEK293 GAL4-hgDAF12 UAS-luciferase reporter, agonist luminescence; normalized to butyrate control | activation, % at 6.8 µM;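 active = activation above a cutoff set at the mean of all screened compounds plus 3 SD, cut at about 10% in these data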;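 note: 0% = DMSO wells and 100% = sodium butyrate wells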
GAA850 FXN act: activators of GAA850 frataxin (FXN) promoter; HEK293 lucGAA850 FXN promoter luciferase reporter, 24 h; percent of 10 µM SAHA response; activation, % at 6 µM; actives 0.56% (n = 360,000);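 active = activation above the average of all compounds screened plus 3 SD, cutoff fixed separately per campaign, cut at about 7.5% in these data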;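 note: 0% = DMSO wells and 100% = 10 µM SAHA wells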
HGIII-sPLA2 inh: Blocks human group III sPLA2 activity | Q9NZ20 | QFRET BODIPY PC-A2 liposome hydrolysis, fluorescence | inhibition, % at 12.2 µM | actives 0.56% (n = 370,000) | AID 743126;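 active = inhibition above mean plus 3 SD of compounds lying within the high and low control bounds, cut at about 19% in these data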;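 note: 0% = median of test compound wells and 100% = no enzyme DMSO wells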
Target sequence (Q9NZ20 whole entry, looked up): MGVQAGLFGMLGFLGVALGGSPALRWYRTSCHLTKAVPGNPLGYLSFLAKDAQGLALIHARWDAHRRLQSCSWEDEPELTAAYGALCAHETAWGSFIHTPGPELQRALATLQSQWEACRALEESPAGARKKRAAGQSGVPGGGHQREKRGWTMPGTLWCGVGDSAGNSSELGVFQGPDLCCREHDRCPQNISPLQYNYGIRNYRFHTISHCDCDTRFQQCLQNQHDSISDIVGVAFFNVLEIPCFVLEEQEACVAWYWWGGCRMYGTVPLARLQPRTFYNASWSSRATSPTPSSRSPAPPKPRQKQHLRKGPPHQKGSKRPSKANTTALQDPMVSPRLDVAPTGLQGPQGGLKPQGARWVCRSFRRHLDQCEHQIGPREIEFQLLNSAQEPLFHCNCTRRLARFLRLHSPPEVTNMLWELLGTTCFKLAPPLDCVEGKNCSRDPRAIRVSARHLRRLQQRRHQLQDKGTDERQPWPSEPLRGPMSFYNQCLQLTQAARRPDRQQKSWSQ
DAX1 inh-2: inhibitors of DAX1 repression of SF-1 activated StAR promoter | HEK293T StAR-luciferase reporter, SF-1/DAX-1 repression relief | inhibition, % at 6.8 µM | actives 1.1% (n = 370,000) | AID 652010;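 active = inhibition above the mean over all tested compounds plus 3 SD, cut at about 3.6% in these data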;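 note: 0% = DAX-1 cells with DMSO and 100% = cells lacking DAX-1 with DMSO; higher inhibition means more luminescence from relief of DAX-1 repression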
PG9 binder: small molecules binding HIV-1 gp120 antibody PG9; AID 624416; TR-FRET gp120-PG9 antibody binding; actives 0.43% (n = 360,000); inhibition, % at 6.7 µM; in the data active = inhibition above about 8.5%
ssDAF12 agonist: S. stercoralis DAF-12 activation, primary screen; HEK293 ssDAF-12/GRIP1 lit1-tk-luc reporter, luminescence; % of 3 µM dafachronic acid response; activation, % at 6.8 µM; actives 1% (n = 370,000);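 active = activation above the mean over all tested compounds plus 3 SD, cut at about 0.9% in these data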;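 note: 0% = DMSO-only wells and 100% = 3 µM delta7-dafachronic acid wells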
* hit, by the source's call.

Screening O=C(CSc1nnc2ccccn12)NC(=O)c1cccc([N+](=O)[O-])c1 returned DAX1 inh-1 1.7, Rev-erbA mod -6, PLCb3 inh -9, hcDAF-12 act 0.4, SMARCA2 activ 0, hgDAF12 agonist -0.7, GAA850 FXN act 0.2, HGIII-sPLA2 inh 12, DAX1 inh-2 -0.9, PG9 binder 0.9 and ssDAF12 agonist -0.9.
`COCC(=O)Nc1c(C(=O)Nc2cccc(OC)c2)oc2ccccc12` gave DAX1 inh-1 0.8, Rev-erbA mod -3, PLCb3 inh -2, hcDAF-12 act -0.1, SMARCA2 activ 10*, hgDAF12 agonist 9.2, GAA850 FXN act 3.6, HGIII-sPLA2 inh 1, DAX1 inh-2 0.0, PG9 binder -3.3 and ssDAF12 agonist -0.4.
O=C(COC(=O)c1ccc(F)cc1Cl)NC1CCCCCCC1 was read as DAX1 inh-1 0.6, Rev-erbA mod 1, PLCb3 inh 1, hcDAF-12 act 0.0, SMARCA2 activ -1, hgDAF12 agonist 1.0, GAA850 FXN act -0.1, HGIII-sPLA2 inh -5, DAX1 inh-2 -0.6, PG9 binder -0.6 and ssDAF12 agonist -0.7.
For Cc1cc(C)cc(NC(=O)CSc2n[nH]c(-c3cccnc3)n2)c1 the results were DAX1 inh-1 -0.9, Rev-erbA mod 5, PLCb3 inh -10, hcDAF-12 act -1.7, SMARCA2 activ -2, hgDAF12 agonist -1.7, GAA850 FXN act -0.5, HGIII-sPLA2 inh -4, DAX1 inh-2 -0.3, PG9 binder -0.5 and ssDAF12 agonist -1.3.
For Cn1cnc([N+](=O)[O-])c1SCC(O)CCl (stereo not given) the results were DAX1 inh-1 0.9, Rev-erbA mod -2, PLCb3 inh -1, hcDAF-12 act 1.1, SMARCA2 activ 1, hgDAF12 agonist -0.8, GAA850 FXN act 2.8, HGIII-sPLA2 inh -4, DAX1 inh-2 0.4, PG9 binder -0.9 and ssDAF12 agonist -1.6.
For CN(c1ncc(C(F)(F)F)cc1Cl)N1C(=O)c2cccc([N+](=O)[O-])c2C1=O the results were DAX1 inh-1 0.3, Rev-erbA mod 1, PLCb3 inh -4, hcDAF-12 act 1.6, SMARCA2 activ -2, hgDAF12 agonist 2.4, GAA850 FXN act 1.3, HGIII-sPLA2 inh 4, DAX1 inh-2 0.1, PG9 binder 1.4 and ssDAF12 agonist -1.9.
`O=C(Cn1nnc2ccccc21)N1CCCCC1` gave DAX1 inh-1 1.0, Rev-erbA mod -1, PLCb3 inh 2, hcDAF-12 act -0.8, SMARCA2 activ 0, hgDAF12 agonist 1.2, GAA850 FXN act -0.7, HGIII-sPLA2 inh 1, DAX1 inh-2 -0.5, PG9 binder 0.2 and ssDAF12 agonist -1.6.
Cc1ccc(/C(N)=N/OC(=O)CCC2CCCC2)cc1 was read as DAX1 inh-1 0.0, Rev-erbA mod -4, PLCb3 inh -1, hcDAF-12 act -1.1, SMARCA2 activ -4, hgDAF12 agonist -2.0, GAA850 FXN act 2.7, HGIII-sPLA2 inh 8, DAX1 inh-2 1.2, PG9 binder -2.1 and ssDAF12 agonist -0.7.
Screening Cc1ccc(C(=O)N2CCN(c3ccc(NC(=O)COc4ccccc4C)cc3)CC2)cc1 returned DAX1 inh-1 -3.0, Rev-erbA mod 0, PLCb3 inh 6, hcDAF-12 act -3.4, SMARCA2 activ -6, hgDAF12 agonist -5.2, GAA850 FXN act -3.0, HGIII-sPLA2 inh -24, DAX1 inh-2 -2.0, PG9 binder -0.4 and ssDAF12 agonist -2.2.
`CCC(C)(C)n1nnnc1C(c1ccccc1F)N1CCN(C(=O)c2ccco2)CC1` (stereo not given) gave DAX1 inh-1 0.3, Rev-erbA mod -2, PLCb3 inh -7, hcDAF-12 act 0.6, SMARCA2 activ -3, hgDAF12 agonist 3.5, GAA850 FXN act 1.3, HGIII-sPLA2 inh 1, DAX1 inh-2 -0.4, PG9 binder -1.1 and ssDAF12 agonist -1.1.
COC(=O)c1ccc(NC(=O)c2ccc(CN3CCOCC3)cc2)cc1 was read as DAX1 inh-1 -2.2, Rev-erbA mod 4, PLCb3 inh 4, hcDAF-12 act -3.1, SMARCA2 activ -6, hgDAF12 agonist -6.5, GAA850 FXN act 1.3, HGIII-sPLA2 inh 1, DAX1 inh-2 -2.8, PG9 binder -2.4 and ssDAF12 agonist -2.5.
`O=C(CSc1ccc(-c2cccc([N+](=O)[O-])c2)nn1)N1CCCCC1` gave DAX1 inh-1 0.1, Rev-erbA mod 0, PLCb3 inh 0, hcDAF-12 act -1.3, SMARCA2 activ -5, hgDAF12 agonist 0.2, GAA850 FXN act 1.7, HGIII-sPLA2 inh 11, DAX1 inh-2 1.1, PG9 binder 2.1 and ssDAF12 agonist -1.1.

Reprinted from the part before: 2 compounds, followed by the next part.
COC(=O)c1ccc(NC(=O)c2ccc(CN3CCOCC3)cc2)cc1 was read as DAX1 inh-1 -2.2, Rev-erbA mod 4, PLCb3 inh 4, hcDAF-12 act -3.1, SMARCA2 activ -6, hgDAF12 agonist -6.5, GAA850 FXN act 1.3, HGIII-sPLA2 inh 1, DAX1 inh-2 -2.8, PG9 binder -2.4 and ssDAF12 agonist -2.5.
`O=C(CSc1ccc(-c2cccc([N+](=O)[O-])c2)nn1)N1CCCCC1` gave DAX1 inh-1 0.1, Rev-erbA mod 0, PLCb3 inh 0, hcDAF-12 act -1.3, SMARCA2 activ -5, hgDAF12 agonist 0.2, GAA850 FXN act 1.7, HGIII-sPLA2 inh 11, DAX1 inh-2 1.1, PG9 binder 2.1 and ssDAF12 agonist -1.1.
Screening Cc1cc(=O)n2c(n1)OC(CO)C2 (stereo not given) returned DAX1 inh-1 1.7, Rev-erbA mod 0, PLCb3 inh 1, hcDAF-12 act 0.7, SMARCA2 activ -1, hgDAF12 agonist -1.2, GAA850 FXN act -1.8, HGIII-sPLA2 inh 1, DAX1 inh-2 0.4, PG9 binder 0.1 and ssDAF12 agonist -1.4.
CCN(CC(=O)Nc1ccc(NC(C)=O)cc1)C(=O)CCCc1nc2ccccc2c(=O)[nH]1 was read as DAX1 inh-1 -0.2, Rev-erbA mod -1, PLCb3 inh -3, hcDAF-12 act -0.4, SMARCA2 activ 2, hgDAF12 agonist -0.8, GAA850 FXN act 0.9, HGIII-sPLA2 inh 1, DAX1 inh-2 0.2, PG9 binder -5.3 and ssDAF12 agonist -0.4.
CC(=O)Nc1ccc(-c2ccnc3c2CC(C(=O)NCC2CC2)O3)cc1 (stereo not given) was read as Rev-erbA mod -6, PLCb3 inh -1, hcDAF-12 act 0.4, SMARCA2 activ 1, hgDAF12 agonist -0.7, GAA850 FXN act -4.9, HGIII-sPLA2 inh 9, DAX1 inh-2 0.9, PG9 binder 0.5 and ssDAF12 agonist -1.4.
`C[C@]12CCC(=O)CC1CCC1C2CC[C@@]2(C)C1CC[C@@]21CCO1` (stereo not given in full) gave DAX1 inh-1 -1.1, Rev-erbA mod 1, PLCb3 inh -4, hcDAF-12 act 1.1, SMARCA2 activ -1, hgDAF12 agonist 2.9, GAA850 FXN act 0.4, HGIII-sPLA2 inh -1, DAX1 inh-2 -0.2, PG9 binder -2.6 and ssDAF12 agonist -0.7.
`Cc1cc(C)c(C(=O)NCCCN2CCOCC2)c(C)c1` gave DAX1 inh-1 -0.1, Rev-erbA mod 4, PLCb3 inh -1, hcDAF-12 act -0.9, SMARCA2 activ 2, hgDAF12 agonist 1.8, GAA850 FXN act 0.5, HGIII-sPLA2 inh -1, DAX1 inh-2 0.2, PG9 binder 0.0 and ssDAF12 agonist 0.1.
Screening COc1ccccc1CNC(=O)c1cc(=O)c2ccccc2o1 returned DAX1 inh-1 -0.2, Rev-erbA mod 0, PLCb3 inh -7, hcDAF-12 act -1.9, SMARCA2 activ -2, hgDAF12 agonist -2.8, GAA850 FXN act 3.1, HGIII-sPLA2 inh -3, DAX1 inh-2 0.2, PG9 binder -0.7 and ssDAF12 agonist -1.9.
For COCCn1nnnc1CN1CCN(C(=O)c2ccco2)CC1 the results were DAX1 inh-1 -0.2, Rev-erbA mod 0, PLCb3 inh 2, hcDAF-12 act 0.7, SMARCA2 activ -1, hgDAF12 agonist -0.2, GAA850 FXN act -0.4, HGIII-sPLA2 inh 2, DAX1 inh-2 0.1, PG9 binder -0.7 and ssDAF12 agonist -1.0.
Screening COc1cc(C(C)n2nnc3ccccc32)ccc1O (stereo not given) returned DAX1 inh-1 0.3, Rev-erbA mod -2, PLCb3 inh 2, hcDAF-12 act 2.1, SMARCA2 activ -5, hgDAF12 agonist -3.8, GAA850 FXN act 0.1, HGIII-sPLA2 inh -4, DAX1 inh-2 0.1, PG9 binder -1.1 and ssDAF12 agonist -1.2.
O=C(NCCN1CCOCC1)/C(=C\c1ccccc1F)NC(=O)c1ccccc1 was read as DAX1 inh-1 0.2, Rev-erbA mod -6, PLCb3 inh -8, hcDAF-12 act 1.7, SMARCA2 activ -3, hgDAF12 agonist 1.8, GAA850 FXN act 1.7, HGIII-sPLA2 inh 10, DAX1 inh-2 -0.5, PG9 binder 0.1 and ssDAF12 agonist -0.5.
`CC(=O)N1c2ccc(S(=O)(=O)NCCC(=O)Nc3ncccc3C)cc2CC1C` (stereo not given) gave DAX1 inh-1 -0.4, Rev-erbA mod 2, PLCb3 inh -4, hcDAF-12 act 0.9, SMARCA2 activ -1, hgDAF12 agonist 0.0, GAA850 FXN act 1.7, HGIII-sPLA2 inh 1, DAX1 inh-2 0.0, PG9 binder -1.8 and ssDAF12 agonist -0.9.

Source: PubChem BioAssay
